# Mdm2-MdmX inh = disrupts the human Mdm2-MdmX interaction; O15151+Q00987; SaOS-2 split-luciferase Mdm2/MdmX complementation, luminescence; inhibition, % at 8 µM; 330,000 tested, 3% active;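 active = inhibition of at least 50% at 8 µM in the primary screen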
# Target sequence (O15151 whole entry, looked up): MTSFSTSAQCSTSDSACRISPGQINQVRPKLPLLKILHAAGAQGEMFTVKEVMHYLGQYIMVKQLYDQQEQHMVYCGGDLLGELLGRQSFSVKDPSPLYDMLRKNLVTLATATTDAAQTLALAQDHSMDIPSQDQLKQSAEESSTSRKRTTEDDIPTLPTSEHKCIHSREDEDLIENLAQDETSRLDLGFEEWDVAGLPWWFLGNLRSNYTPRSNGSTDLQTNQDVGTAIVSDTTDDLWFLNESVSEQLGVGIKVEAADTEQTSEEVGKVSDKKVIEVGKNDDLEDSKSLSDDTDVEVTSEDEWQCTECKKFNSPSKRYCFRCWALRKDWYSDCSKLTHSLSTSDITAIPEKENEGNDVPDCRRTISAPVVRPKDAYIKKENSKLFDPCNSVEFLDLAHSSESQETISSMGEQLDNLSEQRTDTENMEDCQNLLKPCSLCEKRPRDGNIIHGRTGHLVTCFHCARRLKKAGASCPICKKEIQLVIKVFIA
# Target sequence (Q00987 whole entry, looked up): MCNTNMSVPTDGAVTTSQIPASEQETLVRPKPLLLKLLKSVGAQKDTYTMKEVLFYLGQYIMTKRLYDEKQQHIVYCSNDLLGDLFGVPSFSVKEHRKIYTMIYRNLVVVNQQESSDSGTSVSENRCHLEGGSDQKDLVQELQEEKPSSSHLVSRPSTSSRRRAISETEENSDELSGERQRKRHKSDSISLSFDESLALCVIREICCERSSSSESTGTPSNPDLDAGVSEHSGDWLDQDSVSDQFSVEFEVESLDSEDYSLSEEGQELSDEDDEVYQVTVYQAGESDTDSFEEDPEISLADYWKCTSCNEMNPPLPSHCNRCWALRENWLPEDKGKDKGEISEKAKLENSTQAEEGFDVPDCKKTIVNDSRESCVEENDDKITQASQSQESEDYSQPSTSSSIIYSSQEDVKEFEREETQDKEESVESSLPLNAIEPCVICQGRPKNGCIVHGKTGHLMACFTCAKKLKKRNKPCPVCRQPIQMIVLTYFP
# UPR CHOP act = activators of apoptotic arm of unfolded protein response (CHOP) | CHO-CHOP luciferase reporter, UPR activation, luminescence; percent of tunicamycin response over DMSO baseline | activation, % at 10 µM | AID 449763 | 330,000 tested, 0.34% active;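 active = at 10 µM dose, activation of 40% or more, normalized to positive control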;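 also: 100% = tunicamycin at 10 µg/mL and 0% = DMSO alone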
#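 Dosing – one dose, 10 µM in 0.5% DMSO · System – CHO-CHOP cells, stable luciferase reporter of PERK-eIF2a-CHOP signalling · Input – 500 cells/well · Control set – tunicamycin 10 µg/mL final as positive, DMSO-only wells as negative · Timing – 6 h compound treatment, 37 °C · Measure – % activation vs tunicamycin · Technique – luminescence read with Steady-Glo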
# tim10-1 inh = tim10-1 yeast growth inhibition. 330,000 tested, 2.2% active. S. cerevisiae tim10-1 ts strain growth, BacTiter-Glo, 24 h. inhibition, % at 20 µM;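 active = inhibition of at least 40%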;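 also: mutant grown at 25 °C; 0% = DMSO wells with yeast and 100% = wells holding no yeast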
# tim23-1 inh = growth inhibitors of tim23-1 mutant yeast; S. cerevisiae tim23-1 growth, BacTiter-Glo luminescence, 24 h; 330,000 tested, 1.3% active; inhibition, % at 20 µM;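 active = growth inhibition of the mutant yeast at or above 50%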;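 also: temperature-sensitive mutant grown at 25 °C; plate controls were DMSO-treated mutant yeast for no effect and medium wells lacking yeast for full effect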
# TIM10 inh = inhibits growth of TIM10 yeast strain. S. cerevisiae TIM10 strain growth, BacTiter-Glo luminescence, 24 h. inhibition, % at 10 µM. 330,000 tested, 1.4% active;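 active = inhibition of 40% or more at the single tested concentration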;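 also: wild-type TIM10 isogenic control strain grown at permissive 25 °C; 0% = DMSO yeast wells and 100% = minimal medium wells without yeast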
# 697 NFkB inh = lowers PMA/ionomycin-induced NF-kB signal in 697 B cells. inhibition, % at 4 µM. 697 B-cell NF-kB luciferase reporter, 16 h. 330,000 tested, 0.33% active. AID 435022; in the data active = inhibition above about 35%
# Jurkat NFkB inh = inhibitors of the PMA/ionomycin-induced NF-kB reporter in Jurkat cells | PMA/ionomycin-induced NF-kB luciferase reporter, luminescence | inhibition, % at 4 µM | 330,000 tested, 0.53% active | AID 435003; in the data active = inhibition above about 50%
# XBP1 UPR activ = activators of adaptive arm of unfolded protein response (XBP1). activation, % at 20 µM. 330,000 tested, 0.33% active. CHO-XBP1 luciferase reporter, IRE1-XBP1 UPR activation, luminescence; percent of tunicamycin response, DMSO as zero;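 active = versus positive control, 20 µM dose yields 30% or more activation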;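 also: 100% = tunicamycin at 10 µg/mL and 0% = DMSO only wells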
#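 Assay system: CHO-XBP1 luciferase reporter cells; Schedule: 6 h treatment, 37 °C; Detection: glow luminescence from Steady-Glo reagent; Benchmarks: high control tunicamycin 10 µg/mL final, low control DMSO vehicle only.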
# The depositor's hits bear a star; . = not tested or not shown.
1	COc1ccc(-c2csc3nc(-c4ccccc4)oc(=O)c23)cc1OC
2	CC1(C)Cc2sc3c(=O)[nH]c(=S)[nH]c3c2CO1
3	COc1ccc(N(CC(=O)NCCc2ccc(S(N)(=O)=O)cc2)S(=O)(=O)c2c(C)noc2C)cc1
4	O=C1c2ccccc2S(=O)(=O)N1CCOc1ccc(F)cc1
5	N#Cc1ccc(CN2CCN(CC(=O)Nc3ccccc3C(=O)NC3CC3)CC2)cc1
6	Cc1ccc(NC(=O)C2CCN(S(=O)(=O)c3ccc4c(c3)OCCO4)CC2)nc1

assay / compound	1	2	3	4	5	6
Mdm2-MdmX inh	-2	11	17	16	-13	4
UPR CHOP act	2.5	0.0	0.3	0.6	-0.5	-0.8
tim10-1 inh	-10	8	-8	14	-6	1
tim23-1 inh	19	1	-5	21	-3	7
TIM10 inh	-22	-8	3	0	-3	-3
697 NFkB inh	-29	17	11	-14	6	14
Jurkat NFkB inh	-22	1	-1	-5	16	-14
XBP1 UPR activ	3	-2	-3	-1	-1	-3

# An excerpt from above in order of their number in Jurkat NFkB inh, highest first.
entry | compound | Jurkat NFkB inh
3 | COc1ccc(N(CC(=O)NCCc2ccc(S(N)(=O)=O)cc2)S(=O)(=O)c2c(C)noc2C)cc1 | -1
4 | O=C1c2ccccc2S(=O)(=O)N1CCOc1ccc(F)cc1 | -5
6 | Cc1ccc(NC(=O)C2CCN(S(=O)(=O)c3ccc4c(c3)OCCO4)CC2)nc1 | -14

# Following part
7	O=C1CC(C(=O)N2CCCc3ccccc32)CN1c1ccc(Cl)cc1 (centres undefined)
8	CN1CCN(C(=O)c2ccc(C(F)(F)F)cc2)CC1
9	CC1CCC(NC(=O)C2CCC(CNc3c(N4CCCCC4)c(=O)c3=O)CC2)CC1 (centres undefined)
10	COc1ccc(N2CCN(C(=O)C3CCN(S(=O)(=O)c4ccc5c(c4)oc(=O)n5C)CC3)CC2)cc1
11	CC(c1ccon1)N(C)Cc1cn(C)nc1-c1ccc2c(c1)OCCO2 (centres undefined)
12	CCOC(=O)CSc1ccc2nnc(CCNS(=O)(=O)c3ccc(C)cc3)n2n1

assay / compound	7	8	9	10	11	12
Mdm2-MdmX inh	-4	-35	7	-1	5	12
UPR CHOP act	-0.2	-2.2	1.1	-0.4	-0.7	-2.3
tim10-1 inh	-30	5	0	9	16	3
tim23-1 inh	23	26	1	4	3	8
TIM10 inh	-14	0	2	4	13	0
697 NFkB inh	-17	17	-2	6	8	-16
Jurkat NFkB inh	-13	-9	1	-2	4	1
XBP1 UPR activ	-3	2	-1	-4	-1	0

13	COc1cc2ccccc2cc1C(=O)Nc1ccccc1N1CCN(S(C)(=O)=O)CC1
14	COc1ccccc1NC(=O)CCNS(=O)(=O)c1ccc2[nH]c(=O)oc2c1
15	O=c1c2ccccc2nnn1CSc1nc2sc3c(c2c(=O)n1CC1CCCO1)CCC3 (centres undefined)
16	COc1ccc(NCN2C(=O)C3C4C=CC(C4)C3C2=O)cc1 (centres undefined)
17	C=CCSc1nnc(NC(=O)C2=COCCO2)s1
18	Cc1cccc(CCNC(=O)c2cccc3c2C(=O)N(C2CCCCC2)C3)c1

assay / compound	13	14	15	16	17	18
Mdm2-MdmX inh	23	-17	22	4	-35	32
UPR CHOP act	2.9	0.0	1.7	-1.6	2.5	3.2
tim10-1 inh	32	8	30	8	7	52*
tim23-1 inh	13	9	23	15	13	39
TIM10 inh	10	-2	26	8	5	16
697 NFkB inh	-11	-2	-10	8	-52	7
Jurkat NFkB inh	-8	5	-2	1	-11	12
XBP1 UPR activ	-4	-2	2	-1	-1	1

19	Cc1ccc(CNC(=O)Cn2c(=O)n(CC(=O)N3CCCCC3)c(=O)c3sccc32)cc1
20	CCC(Nc1nc(-c2ccccc2)nc2ccccc12)C(=O)O (centres undefined)
21	COC(=O)c1[nH]c2ccc(C)cc2c1NC(=O)CN1CCC(C)CC1
22	CC(=O)Nc1cccc(C(=O)OC(C)C(=O)NC(=O)NC2CCCCC2)c1 (centres undefined)
23	COc1ccc(C2Nc3ccccc3C(=O)N2O)cc1CN1CCOCC1 (centres undefined)
24	O=C(CN(C1CCCCC1)S(=O)(=O)c1ccc(F)cc1)Nc1ccc2c(c1)OCO2

assay / compound	19	20	21	22	23	24
Mdm2-MdmX inh	9	-21	-18	24	-8	13
UPR CHOP act	0.4	-1.4	-0.9	1.6	-0.3	-0.7
tim10-1 inh	8	-1	25	1	-9	45*
tim23-1 inh	-4	9	24	6	20	36
TIM10 inh	0	-9	-16	0	20	22
697 NFkB inh	-3	2	-4	8	11	7
Jurkat NFkB inh	-9	-1	-4	-1	-7	-7
XBP1 UPR activ	-2	-2	-4	-2	-4	2

25	COC(=O)CON1C(=O)c2ccccc2C1=O
26	O=C(c1ccc(COc2ccc(Cl)cc2)o1)N1CCN(Cc2ccc3c(c2)OCO3)CC1
27	CSc1nc(C(=O)N2CCCC(Nc3ccc(C)c(C)c3)C2)cs1 (centres undefined)
28	Cc1cc(NC(=O)CSc2nc(-c3ccc(Br)cc3)nc3c2c(=O)n(C)c(=O)n3C)no1
29	CCOCC(=O)NCc1ccc2c(c1)OCO2
30	Cc1ccc(NC(=O)COc2coc(CN3CCc4ccccc4C3)cc2=O)c(C)c1

assay / compound	25	26	27	28	29	30
Mdm2-MdmX inh	12	25	6	20	20	8
UPR CHOP act	2.2	-0.3	1.5	2.2	0.7	1.9
tim10-1 inh	4	10	13	-19	-6	19
tim23-1 inh	13	43	17	-8	8	21
TIM10 inh	3	33	7	5	4	7
697 NFkB inh	-14	9	-23	-7	16	18
Jurkat NFkB inh	-4	15	22	12	10	18
XBP1 UPR activ	1	-5	-3	7	-2	2

31	CC1CN(C(=O)CN2C(=O)NC3(CCCCCCC3)C2=O)CC(C)O1 (centres undefined)
32	C=CCSc1nc2c(c(=O)[nH]1)C(c1ccccc1)C(C#N)=C(N)O2 (centres undefined)
33	Cc1cccc(CS(=O)(=O)Cc2ccc(C(=O)NCCc3ccccc3)o2)c1
34	COc1ccc(CC(=O)N[C@@H]2c3ccccc3CC[C@@H]2OCc2ccccc2)cc1
35	CC(C)Oc1ccc(N2CC(C(=O)Nc3ccc(N4CCOCC4)cc3)CC2=O)cc1 (centres undefined)
36	CCOc1ccccc1NC(=O)CSc1nnc(Cn2c(=O)sc3ccccc32)n1C

assay / compound	31	32	33	34	35	36
Mdm2-MdmX inh	-2	2	16	1	25	-36
UPR CHOP act	-0.6	-0.9	5.1	2.6	-0.7	2.2
tim10-1 inh	10	5	28	18	-41	4
tim23-1 inh	13	0	14	30	-87	12
TIM10 inh	-18	12	0	-15	-17	-3
697 NFkB inh	9	-16	-4	-13	17	6
Jurkat NFkB inh	-27	-8	12	.	-2	-3
XBP1 UPR activ	-1	-2	-5	3	0	-4

37	Cc1cc(C)n(C(=O)COc2ccccc2[N+](=O)[O-])n1
38	CC(=C/c1ccco1)/C=N/NC(=O)Cc1cccn1C
39	Cc1cc2nccc(-c3ccncc3)n2n1
40	CCc1ccc(C2=NN(C(=O)OC)C(O)(C(F)(F)F)C2)cc1 (centres undefined)
41	O=c1[nH]c(N/N=C/c2ccccc2Br)nnc1-c1ccccc1
42	COc1cc(C(=O)N2CCN(Cc3ccc4c(c3)OCO4)CC2)cc(OC)c1OC

assay / compound	37	38	39	40	41	42
Mdm2-MdmX inh	-4	4	36	-45	13	5
UPR CHOP act	1.1	1.7	-3.0	-0.8	1.4	-1.1
tim10-1 inh	-2	1	-4	8	15	8
tim23-1 inh	-7	13	10	-1	-2	15
TIM10 inh	0	-6	-4	-2	-6	-1
697 NFkB inh	7	1	8	-75	12	-34
Jurkat NFkB inh	4	6	-5	-40	7	-37
XBP1 UPR activ	0	-1	-3	-3	14	-5

43	Cc1cc(O)c(C(C)C)cc1NC1=NS(=O)(=O)c2ccccc21
44	O=C(/C=C/c1cccs1)NC(=S)NNC(=O)Cc1cccs1
45	O=c1c2ccccc2c(-c2ccccc2)nn1-c1cc(Cl)ccc1[N+](=O)[O-]
46	Cc1cc(=O)c(C(=O)Nc2cccc(N3CCCC3=O)c2)nn1-c1ccccc1Cl
47	O=C(CSc1ncnc2ccccc12)c1ccc2c(c1)OCCO2
48	COc1ccc(NC(=O)c2cc3ccccc3cc2OC)cc1OC

assay / compound	43	44	45	46	47	48
Mdm2-MdmX inh	-18	26	24	7	-108	-5
UPR CHOP act	1.0	-3.4	-1.7	-0.8	4.9	4.0
tim10-1 inh	6	14	7	8	37	19
tim23-1 inh	2	1	24	-3	46	32
TIM10 inh	-4	17	-9	-10	47*	2
697 NFkB inh	17	-5	8	1	-83	-14
Jurkat NFkB inh	6	11	9	-1	-75	-37
XBP1 UPR activ	0	1	-5	3	2	9

49	COC(=O)CSC(=S)N1CCCC(C)C1 (centres undefined)
50	CCN1CCN(C(CNS(=O)(=O)c2ccc(Cl)cc2)c2ccccc2)CC1 (centres undefined)
51	COc1ccccc1NC(=O)CSc1nnnn1-c1ccc2c(c1)OCO2
52	O=C(CCN1C(=O)c2ccccc2S1(=O)=O)Nc1ccc(F)c([N+](=O)[O-])c1
53	CCOc1ccc(-c2csc(Cn3c(CN4CCN(C)CC4)nc4ccccc4c3=O)n2)cc1
54	Cc1cc(=O)[nH]c2cc(Cl)ccc12

assay / compound	49	50	51	52	53	54
Mdm2-MdmX inh	9	-12	-3	5	37	7
UPR CHOP act	2.6	2.9	-2.1	0.4	4.9	0.2
tim10-1 inh	1	-4	-4	9	18	4
tim23-1 inh	20	-14	12	3	-2	10
TIM10 inh	-17	-1	-1	7	19	9
697 NFkB inh	5	2	10	1	15	6
Jurkat NFkB inh	-6	6	-15	-5	-5	-10
XBP1 UPR activ	3	-5	-2	-3	0	-1

# Among those listed so far, 5 have a thiophene ring, fused or not.
1	COc1ccc(-c2csc3nc(-c4ccccc4)oc(=O)c23)cc1OC
2	CC1(C)Cc2sc3c(=O)[nH]c(=S)[nH]c3c2CO1
15	O=c1c2ccccc2nnn1CSc1nc2sc3c(c2c(=O)n1CC1CCCO1)CCC3 (centres undefined)
19	Cc1ccc(CNC(=O)Cn2c(=O)n(CC(=O)N3CCCCC3)c(=O)c3sccc32)cc1
44	O=C(/C=C/c1cccs1)NC(=S)NNC(=O)Cc1cccs1

assay / compound	1	2	15	19	44
Mdm2-MdmX inh	-2	11	22	9	26
UPR CHOP act	2.5	0.0	1.7	0.4	-3.4
tim10-1 inh	-10	8	30	8	14
tim23-1 inh	19	1	23	-4	1
TIM10 inh	-22	-8	26	0	17
697 NFkB inh	-29	17	-10	-3	-5
Jurkat NFkB inh	-22	1	-2	-9	11
XBP1 UPR activ	3	-2	2	-2	1

# The list goes on:
55	CCN(CC)C(=O)c1scc2c1OCCO2
56	CCOc1ccc(-c2nc(C#N)c(NCc3ccc4c(c3)OCO4)o2)cc1
57	O=C(COC(=O)c1ccc(O)cc1)Nc1cccc(S(=O)(=O)N2CCCCC2)c1
58	O=C(CC1SC(N2CCCC2)=NC1=O)Nc1ccc(C(=O)N2CCCC(C(F)(F)F)C2)cc1 (centres undefined)
59	Cn1cnc(S(=O)(=O)N2CCc3ccccc32)c1
60	CSc1cccc(NC(=O)Nc2ccc(Cl)cc2)c1
61	CCOC(=O)C1CCCN(S(=O)(=O)c2cc(C(=O)OC)n(C)c2)C1 (centres undefined)
62	O=C(COc1ccc(Br)cc1)NCC1COc2ccccc2O1 (centres undefined)

assay / compound	55	56	57	58	59	60	61	62
Mdm2-MdmX inh	14	-10	18	19	25	6	21	-6
UPR CHOP act	-0.8	1.8	1.1	-2.1	-2.2	4.8	0.9	-1.3
tim10-1 inh	-7	-15	-15	-2	12	9	-2	13
tim23-1 inh	4	-15	12	-8	15	13	9	42
TIM10 inh	-3	-8	8	-2	3	1	5	-7
697 NFkB inh	-3	-3	1	4	-3	-22	-1	12
Jurkat NFkB inh	1	5	-1	-8	6	-23	11	6
XBP1 UPR activ	-1	5	-1	-6	-1	1	1	-2
